# Source: PubChem (Small Molecule Screening Facility, UW Madison)
# SSB-PriA inh = inhibitors of Klebsiella pneumoniae PriA binding to SSB C-terminal tail; AlphaScreen SSBct-PriA binding, biotinylated peptide; hit rate 0.6% among 430,000; inhibition, % at 33 µM; in the data active = inhibition mostly above about 37%, no sharp cut-off; inactive = mostly below about 20%;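 also: plate controls were negative control peptide for no effect and reference peptide for full effect; strong numbers were not always called active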
# Numbers without * were called inactive; & = joins results of further samples. These rows are one share of the data, so the mix of outcomes need not match the whole.
# Start of the data: the first 2 records, ahead of the listing:
SMILES	SSB-PriA inh
CCOc1ccc(S(=O)(=O)N=C(c2ccccc2)N(C)C)cc1	-5.3
CS(=O)(=O)c1ccc(CC(=O)Nc2nc(-c3ccc(F)cc3)cs2)cc1	5.0

# All compounds of this part, previewed entries included:
SMILES	SSB-PriA inh
CCOc1ccc(S(=O)(=O)N=C(c2ccccc2)N(C)C)cc1	-5.3
CS(=O)(=O)c1ccc(CC(=O)Nc2nc(-c3ccc(F)cc3)cs2)cc1	5.0
Cc1ncn(CC(=O)NCc2nc(-c3cccn3C)no2)c(=O)c1C	-7.0
Cc1cccn2cc(-c3ccccc3NC(=O)C3CCOC3)nc12 (stereo not drawn)	-8.0
O/N=C\c1nc(-c2ccc(Cl)cc2)n2ccccc12	-14.0
Cc1ccc(-c2cn3c(CC(=O)NCc4cccs4)csc3n2)cc1	11.0
COC(=O)c1ccc(C(=O)Nc2nnc(-c3cccc(S(C)(=O)=O)c3)o2)cc1	-6.0&-3.0
CCOc1cc(-c2cccc(Cl)c2)nc2ccc(C(=O)N3CCN(c4ccc(C)cc4C)CC3)cc12	-7.0
CC(C)(CN)N1CCOCC1	-18.0
Cc1ccc(NC(=O)c2ccccc2NC(=O)c2cc3cc([N+](=O)[O-])ccc3s2)c(C(=O)c2ccccc2)c1	-9.0
O=C(CC1CCCCN1S(=O)(=O)c1cccs1)Nc1cc(F)ccc1F (stereo not drawn)	8.0
CN1C[C@@H](NC(=O)Cc2cccc3ccccc23)CC1=O	-15.0
O=C(NC[C@@](O)(c1ccco1)C1CC1)c1cc(=O)c2ccccc2o1	-15.0
COC(=O)c1ccccc1N(C)C(=O)c1nc(SC)ncc1Cl	-26.0
O=C(C1CCCN(c2ccc(-c3ccccc3)nn2)C1)N1CCOCC1 (stereo not drawn)	-7.0
CC(=O)N1N=C(c2ccsc2)CC1c1cn(-c2ccccc2)nc1C (stereo not drawn)	-2.0
CCOc1ccc2nc(N=Cc3nc(-c4ccc(Br)cc4)oc3O)sc2c1	-12.3
O=C(Cn1c(-c2ccccn2)nc2ccccc21)NCC1CCCO1 (stereo not drawn)	-16.0
Cc1ccc(OC2CCN(C(=O)Nc3cccc(C(F)(F)F)c3)CC2)nn1	2.0
COCCCn1c(SCc2nc(-c3ccccc3)no2)nc2cc3c(cc2c1=O)OCO3	-7.0

# (more compounds)
SMILES	SSB-PriA inh
N#Cc1cc2c([nH]c1=O)CCN(C(=O)c1cnn(-c3ccccc3)n1)C2	-26.0
CCCc1cc(C(=O)NN=Cc2cccn2C)cs1	26.0
COc1ccc(CCC(=O)NCc2cncc(-c3ccsc3)c2)cc1Br	-6.0
CCOc1ccc(-c2cc(=O)n(CC(=O)Nc3ccccc3F)cn2)cc1	-23.0&-9.0
COc1ccc2nc(-c3ccc(OC)c(NC(=O)c4ccc5ccccc5c4)c3)cn2n1	-3.0
COC(=O)c1ccc(NC(=O)CSc2nnc3[nH]c(=O)ccn23)cc1	-10.0
COc1cccc(NC(=O)NCCN2CCC(O)CC2)c1OC	2.0
Cc1cc(NC(=O)Cc2ccc3c(c2)OCO3)n(-c2nc3ccc(F)cc3s2)n1	-8.0
O=C(NCCn1cc(SCc2c(F)cccc2Cl)c2ccccc21)c1ccc(Cl)cc1Cl	-8.0
COc1cc(-c2ccccc2)[o+]c2ccccc12	-13.0
O=C(NN=Cc1c(Cl)cccc1Cl)c1n[nH]c2c1CCCC2	-3.0
CC(C(=O)N1CCc2ccccc21)n1nnc2ccccc2c1=O (stereo not drawn)	4.0
CCN(CC)CCNc1nc2c(F)cc(F)cc2s1	28.0
CCOc1cc(C(=O)NCCc2ccc3c(c2)CCCN3C)cc(OCC)c1OCC	36.0*
CCCCCOc1ccc(C(=O)Nc2cc(C)nn2C(C)C)cc1	5.0
CCOc1ccc(S(=O)(=O)N2CCN(c3cc(C(F)(F)F)nc(C)n3)CC2)cc1F	1.0
O=C(C1CC1)N1CCN(Cc2nc(C3CC3)cs2)CC1	-19.0
O=C(N1CCN(c2ccccc2)CC1)C1(c2cccs2)CCCC1	2.0
O=C(CC(=O)NN=Cc1ccccc1)NCc1ccccc1	13.2
COc1cccc(-n2nnc(C(N)=O)c2C)c1	19.0

# Pulled by structure from the entries so far:
SMILES	SSB-PriA inh
COc1cccc(NC(=O)NCCN2CCC(O)CC2)c1OC	2.0
CCOc1ccc(S(=O)(=O)N=C(c2ccccc2)N(C)C)cc1	-5.3

# Returning to the listing, repeating the 6 entries before the break.
SMILES	SSB-PriA inh
CCCCCOc1ccc(C(=O)Nc2cc(C)nn2C(C)C)cc1	5.0
CCOc1ccc(S(=O)(=O)N2CCN(c3cc(C(F)(F)F)nc(C)n3)CC2)cc1F	1.0
O=C(C1CC1)N1CCN(Cc2nc(C3CC3)cs2)CC1	-19.0
O=C(N1CCN(c2ccccc2)CC1)C1(c2cccs2)CCCC1	2.0
O=C(CC(=O)NN=Cc1ccccc1)NCc1ccccc1	13.2
COc1cccc(-n2nnc(C(N)=O)c2C)c1	19.0
COc1cccc(-c2cc(C(=O)NCC3CCCO3)c3c(C)nn(C4CCS(=O)(=O)C4)c3n2)c1 (stereo not drawn)	-2.0
COc1ccc(S(=O)(=O)CC(=O)Nc2nc3c(s2)COc2ccccc2-3)cc1	-4.0
CC(=NN=C(c1ccccc1)c1ccccc1)c1cccs1	-0.8
COc1ccc(NC(=O)C(=O)NCC(c2ccc3c(c2)CCN3C)N(C)C)c(OC)c1 (stereo not drawn)	25.0
O=C(c1ccco1)N1CCN(C(=O)C2CCCN(c3ccc(-c4ccc(F)cc4)nn3)C2)CC1 (stereo not drawn)	5.0
O=c1c2c(-c3ccc(Cl)cc3)csc2ncn1/N=C\c1ccccc1OC(F)F	1.0
Cc1ccc(C(=O)C=CNc2ccc(C)c(C)c2)cc1	0.0
CCOc1ccc(CC(=O)Nc2nc3c(OC)ccc(OC)c3s2)cc1	1.0
CCOc1ccc(-c2c(C(=O)NN=Cc3ccc(Cl)cc3)nnn2-c2nonc2N)cc1	-11.0
Cc1ccc2c(=O)c(C(=O)c3ccc(F)cc3)cn(CC(=O)NC3CCCCC3)c2n1	-3.0
O=C(Cn1cnc2ccccc2c1=O)N1CCC(Cn2c(C(F)(F)F)nc3ccccc32)CC1	14.0
Cc1cc(C)cc(N2C(=O)CS[C@@]23C(=O)N(Cc2cccc(C(F)(F)F)c2)c2ccccc23)c1	-5.0
O=C(Nc1ccccc1-c1ccccc1)c1cc(N2CCCC2)ncn1	-15.0
Cn1nc(C(=O)NCc2ccnc(-c3ccsc3)c2)ccc1=O	-20.0
O=c1[nH]c2ccccc2n1CCCSc1cccc2cccnc12	21.0
CSC(=NS(=O)(=O)c1cccs1)Nc1ccc(N2CCOCC2)cc1	-5.9
CC(C)(C)OC(=O)NCCCNC(=O)c1cccc(Oc2ccccn2)c1	-6.0
O=c1[nH]c(=O)n(C2CCCCC2)c(O)c1C=CC=Nc1ccccc1	-12.4
Cc1ccc(/C=N\n2c(C)cc(C)c(C#N)c2=O)o1	-6.0
Cc1ccc(Nc2c(C(=O)N3CCOCC3)cnc3ccccc23)cc1Cl	-2.0

# (list continues)
SMILES	SSB-PriA inh
Cc1ccccc1OCC(=O)NN=Cc1cn(Cc2ccccc2)c2ccccc12	-4.3
Cc1ccccc1OCC(=O)NN=Cc1ccccn1	-13.5
CN(C)Cc1c(C(=O)NN=C/C=C/c2ccccc2)nnn1-c1nonc1N	0.4
Cc1ccc(Cc2cnc(NC(=O)c3cc4ccccc4c(=O)o3)s2)cc1	-9.0
O=C(Oc1ccccc1)N1CCC(CNS(=O)(=O)c2cc3c4c(c2)CCN4C(=O)CC3)CC1	-7.0
Cc1cc(NC(=O)CN2CCC(c3nn(C)c(=O)n3C3CC3)CC2)no1	15.0
N#CC(C(=O)N1CCOCC1)=C1Nc2ccccc2S1	2.8
CCCC(O)=C1C(=O)CC(c2ccccc2)CC1=NC(C)C(=O)O (stereo not drawn)	-0.6
O=C(NCCSc1c[nH]c2ccccc12)c1cnn2c1OCCC2	3.0
CCOc1ccc(OCCNC(=O)c2ccc(F)c(F)c2)cc1	-3.0
COc1ccc(N(CC(O)Cn2c3ccccc3c3ccccc32)S(=O)(=O)c2ccc(C)cc2)cc1 (stereo not drawn)	-19.0
O=C(NCc1ccnc(-c2cccs2)c1)c1c(F)cccc1F	-12.0
CC1CCc2c(sc3ncnc(SCC(=O)c4ccc(Br)cc4)c23)C1 (stereo not drawn)	-7.0
COC(=O)N1CCC(CNC(=O)NC(c2ccccc2)c2ccccc2)CC1	1.0
CCCS(=O)(=O)N1CCCC(C(=O)NCCCSC2CCCCC2)C1 (stereo not drawn)	0.0
COc1ccccc1CCNC(=O)Cc1c(C)[nH]c(=O)[nH]c1=O	8.0
NC(=O)c1cc([C@@H]2CCCCN2C(=O)Cc2ccccc2Cl)[nH]n1	0.0
Cc1ccc2[nH]c3c(=O)n(CC(=O)NC(C)CCc4ccccc4)cnc3c2c1 (stereo not drawn)	-2.0
CC(=O)c1cccc(NC(=O)c2csc(Nc3ccccc3)n2)c1	-10.0
O=C(NCCn1ccnc1-c1ccccn1)c1cc(-c2ccccc2)on1	10.0
COc1cn2c(cc1=O)C(=O)N(CCNC(=O)C1c3ccccc3Oc3ccccc31)CC2	-1.0
O=C(NCC1(O)Cc2ccccc2C1)c1cccc(Br)c1	1.0
Nc1nc2c(s1)-c1cccc3cccc-2c13	66.0*
COc1ccc(C)c2sc(=NC(=O)CCOc3ccccc3)n(C)c12	0.0
Cc1cccc(NC(=O)CSc2nc(CC(=O)NCc3cccs3)cc(=O)[nH]2)c1C	-7.0

# Later entries:
SMILES	SSB-PriA inh
CCOC(=O)NCC1CCN(C(=O)c2cccnc2SC)CC1	-10.0
Cc1cccc(-n2ncc(C(N)=O)c2N)c1	2.0
O=C(NCc1cnn2ccccc12)c1cc(C2CC2)on1	-6.0
Cc1c(Cl)cccc1NC(=O)C(=O)NCC1CCN(c2nc3ccccc3s2)CC1	4.0
COc1cc(S(=O)(=O)NCc2cccnc2)c(C)cc1Br	-4.0
COC(=O)c1ccccc1NC1=CC(=NS(=O)(=O)c2ccc(C(=O)O)cc2)c2ccccc2C1=O	33.6
Cn1cc(S(=O)(=O)NCc2cncc(-c3cccs3)c2)cn1	-1.0
CCOc1ccc(-c2ccc(=O)n(CCCC(=O)Nc3cc(Cl)ccc3C)n2)cc1	-8.0
Cn1nnc2c(SCC(=O)Nc3ccc(F)c(Cl)c3)ncnc21	-4.0
CCOC(=O)c1cccc(NC(=O)c2c(N)n(C)c(=O)[nH]c2=O)c1	-10.5
O=C(Nc1c(C(=O)Nc2ccc(F)c(Cl)c2)oc2ccccc12)c1ccc2c(c1)OCO2	-1.0
O=C(NN=Cc1ccco1)c1cc(-c2ccc(Cl)s2)[nH]n1	-18.2
Cc1sc2nc(SCc3nnc(Nc4ccccc4)s3)nc(N)c2c1C	-10.0
Nc1nnn(CC(=O)NN=Cc2cccc3ccccc23)n1	5.2
Cc1ccc(CNC(=O)CSc2nccnc2N2CCN(c3cccc(C)c3C)CC2)cc1	-7.0
COc1cc(-c2nnc(NC(=O)c3ccc([N+](=O)[O-])cc3)o2)cc(OC)c1OC	5.0
CCOc1cc(C(=O)N[C@@H]2Sc3c(ccc4ccccc34)N2C)cc(OCC)c1OCC	-8.0
O=C(Nc1ccc(SCC(=O)N2CCOCC2)nn1)c1cccc(F)c1	-7.0
COC(=O)c1ccc(C(=O)Nc2nc(-c3ccc(Cl)cc3Cl)cs2)cc1	-7.0&-7.0
Cc1ccc(NCCNC(=O)c2ccccc2C(F)(F)F)nn1	-10.0
O=C(NCCn1nc(C(F)(F)F)c2c1CCOC2)C1CCC1	2.0
COc1ccc(S(=O)(=O)c2cnc(SCC(=O)NCc3ccc(F)cc3)[nH]c2=O)cc1OC	-15.0&-6.0
Cc1cc(NC(=O)CN2CCc3nc(NC(=O)c4ccsc4)sc3C2)no1	-14.0
Cc1noc(C)c1CC(=O)Nc1ccccc1Cc1nc(-c2ccncc2)no1	-3.0
CC(=O)Nc1ccc(C(=O)NCCNS(=O)(=O)c2ccc(F)cc2)cc1	-9.0

# More results
SMILES	SSB-PriA inh
CN(C)c1ccc(CCNC(=O)COc2ccc(Cl)cc2)cc1	-4.0
CC(O)C(=O)NN=Cc1cccc(Cl)c1Cl (stereo not drawn)	-6.6
C=CCSc1nnc(-c2ccccc2NC(=O)c2ccc(OC)c(OC)c2)o1	-2.0&1.0
Fc1ccc(CSc2ccc(-c3ccc(F)cc3)nn2)cc1	-6.0
Cc1cc(C)c2nc(C)cc(NC(=O)COc3ccc([N+](=O)[O-])cc3)c2c1	-10.0
COc1ccc(CC(=O)Nc2ccc(-c3nc4cccnc4s3)cc2)cc1	-1.0
CC(C)OC(=O)CCCCCN1C(=O)/C(=C/c2ccccn2)SC1=S	11.0
COCc1nc2ccccc2n1CC(=O)NCC(C)C	-25.0
COc1ccc(-c2cnnc(NN=Cc3ccc(O)c(OC)c3)n2)cc1	-6.3
O=[N+]([O-])c1cc(Br)c(O)c(C=Nc2ccc(C34CC5CC(CC(C5)C3)C4)cc2)c1	9.0
CC(=NNC(=O)c1cc(-c2ccc(C)s2)[nH]n1)c1ccncc1	5.2
CCOC(=O)N1CCN(C(=O)C2CN(S(=O)(=O)C3CC3)C2)CC1	-10.0
CCN(C(=O)c1cn(C)nc1C)c1cccc(C)c1	-5.0
O=C(Nc1nc2c(s1)CN(C(=O)c1cc(-c3ccco3)on1)CC2)C1CCCO1 (stereo not drawn)	4.0
O=C(NCc1nnnn1-c1ccc(F)c(F)c1)C1CC(=O)N(c2ccc(Cl)cc2)C1 (stereo not drawn)	6.0
O=C(CSc1ccc(NC(=O)C2CC2)nn1)Nc1ccc(F)cc1F	4.0
COc1cccc(N2C(=O)C3N=NN(c4ccccc4)C3C2=O)c1 (stereo not drawn)	-12.0

# 3 compounds already listed, ordered by molecular weight, falling.
SMILES	SSB-PriA inh
O=[N+]([O-])c1cc(Br)c(O)c(C=Nc2ccc(C34CC5CC(CC(C5)C3)C4)cc2)c1	9.0
Cn1nnc2c(SCC(=O)Nc3ccc(F)c(Cl)c3)ncnc21	-4.0
CCCCCOc1ccc(C(=O)Nc2cc(C)nn2C(C)C)cc1	5.0
